MC4R antagonist: human MC4R antagonism in cAMP assay; MC4R-expressing cells, MTII-stimulated cAMP, LANCE TR-FRET; P32245; 360,000 compounds, 0.48% hits; inhibition, % at 6.5 µM;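 active means inhibition above its plate's cutoff, the mean of tested wells on that plate plus 3 SD, cut at about 29% in these data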;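 further: 0% = Melanotan II alone and 100% = Melanotan II plus saturating MCL0020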
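System: U2OS-MC4R stable cell line; Technique: Eu-cAMP/anti-cAMP TR-FRET, emission 671 nm; Repeats: single well per compound; Also added: Melanotan II; Dosing: one concentration, 6.5 µM nominal; Schedule: 30-min compound, 1-h challenge, 1-h detection, room temperature.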
Granule exo inh: blocks lytic granule exocytosis; inhibition, % at 10 µM; TALL-104 LAMP-1 surface exposure, flow cytometry; cells stimulated with thapsigargin and PMA; 360,000 compounds, 0.66% hits;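 active means inhibition above about 55%, limit read from the data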
Glyco luc inh: blocks N-linked glycosylation in D54 reporter cells; reporter increase, % at 12.5 µM; 360,000 compounds, 0.23% hits; D54 ERlucT glycosylation luciferase reporter, 24 h; percent of 100 nM tunicamycin response;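 active means mean luciferase reporter signal, scaled so untreated is 0 and the glycosylation-blocking control 100, at or above a set limit in every replicate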;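 further: luciferase carries N-glycosylation sites so blocking glycosylation raises the light; 0% = median of neutral control wells and 100% = median of 100 nM tunicamycin wells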
TLR9-MyD88 inh: TLR9-MyD88 interaction inhibition; Q9NR96+Q99836; CHO BLA complementation TLR9-MyD88, CCF4 FRET ratio; inhibition, % at 4.98 µM; 340,000 compounds, 0.21% hits;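 active means inhibition above the mean over all tested compounds plus 3 SD, cut at about 21% in these data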;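 further: 0% = DMSO only wells and 100% = clavulanate BLA inhibitor control wells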
MC4R ag barr: human MC4R agonism via beta-arrestin; P32245; U2OS MC4R beta-arrestin complementation, luminescence; percent of melanotan II response, DMSO zero; activation, % at 8.9 µM; 360,000 compounds, 0.98% hits; AID 540308;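 active means activation above a per-plate cutoff, the mean activation of sample wells on that plate plus 3 SD, cut at about 8% in these data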
aDG glyco up: increases alpha dystroglycan glycosylation. Pro5-aDG cells, alpha-DG glycosylation AlphaScreen (IIH6); 0% Pro5, 100% B10-LARGE cell signal. activation, % at 10 µM. 360,000 compounds, 0.22% hits. AID 624168;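 active means activation of at least 8% versus controls, or a plate z-score of at least 8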;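 further: Pro5 are CHO cells carrying HIG-tagged alpha-DG that lacks glycosylation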
Vif inh: blocks HIV Vif function; HEK293T cells, Vif self-association by quenched fluorescence, imaging, 24 h; inhibition, % at 7.49 µM; 340,000 compounds, 0.35% hits; AID 602346; in the data active means inhibition above about 50%, passing the limit was not always enough; further: some results filed as inactive read as strong as hits
NOD2 RIPK2 PPI: NOD2-RIPK2 protein interaction inhibition. CHO BLA complementation NOD2-RIPK2, CCF4 ratio. O43353. 360,000 compounds, 0.38% hits. inhibition, % at 4.98 µM; in the data active means inhibition above about 21%;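 further: 0% = vehicle only and 100% = reference blocker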
ABHD5 PLIN5 PPI: inhibitors of human ABHD5-perilipin-5 interaction; Q00G26+Q8WTS1; Split G. princeps luciferase complementation, luminescence, 4 h; inhibition, % at 4 µM; 360,000 compounds, 0.78% hits;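 active means inhibition above the mean inhibition across every tested compound plus 3 SD, cut at about 22% in these data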;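 further: 0% = DMSO only wells and the 100% control is not disclosed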
ABCB6 inh 2: blocks the human ABCB6 transporter | 360,000 compounds, 0.19% hits | K562-ABCB6 porphyrin accumulation, flow cytometry, 1 h; hits give low values | fluorescence ratio to DMSO, % at 10 µM | Q9NP58;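 active means fluorescence ratio to DMSO below 75%, the collection mean minus 3 SD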;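 further: signal is porphyrin accumulated inside mitochondria; 100% equals median channel fluorescence of DMSO control wells; lower ratio means ABCB6 inhibition with less porphyrin fluorescence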
Numbers without * were called inactive; · = no result given; & = joins results of further samples.

SMILES	MC4R antagonist	Granule exo inh	Glyco luc inh	TLR9-MyD88 inh	MC4R ag barr	aDG glyco up	Vif inh	NOD2 RIPK2 PPI	ABHD5 PLIN5 PPI	ABCB6 inh 2
CCCCOc1ccc(C(=O)OCC(=O)c2c(N)n(C)c(=O)n(C)c2=O)cc1	-1.6	-4.3	3.9	-1.7	0.6	0.2	-1.4	-7.7	1.4	90.0
Cc1occc1-c1nnc(SCC(=O)NCc2cccs2)n1CC1CCCO1 (configuration not stated)	-6.8	-3.0	0.3	0.9	-1.6	-0.2	6.6	11.2	-4.8	86.0
C(=C/c1nccc2c1[nH]c1ccccc12)/c1ccc2c(c1)OCO2	9.4	31.2	0.1	-29.7	-0.8	0.5	71.8*	-9.8	3.0	175.0
Cn1nnc2cc(C(=O)NC3CC3)ccc21	-1.9	-1.8	0.6	0.3	0.2	-0.1	-18.3	-15.8	2.2	101.0
CCc1ccc(NC(=S)Nn2cnnc2)cc1	2.8	2.7	0.0	-0.6	-2.4	-0.1	-1.3	8.2	0.1	96.0
O=CNc1cc(-c2ccc(C(=O)NC3CC3)cc2)cn2c(-c3ccc(F)c(Cl)c3)cnc12	8.0	0.3	-3.1	·	2.0	1.3	-1.2	2.8	13.1	98.0
COc1ccc(CCNC(=O)CSCC(=O)Nc2cc(S(C)(=O)=O)ccc2Cl)cc1	4.8	2.0	-0.3	-5.0	-1.2	-0.3	-7.5	-15.1	0.7	100.0
CCN1CCN(Cc2ccc(NC(=O)c3cc(NC(=O)c4cc(C)on4)cc(OC)c3)cc2C(F)(F)F)CC1	-5.9&-6.1	24.3&-3.6	-2.3&0.0	1.9&1.9	0.1&-1.3	1.4&-0.2	-3.3	-3.6&10.9	8.2&12.7	99.0&100.0
COc1ccc(S(=O)(=O)N2CCCCC2)cc1NC(=O)C1CC(=O)N(c2ccc3c(c2)OCCO3)C1 (configuration not stated)	7.7	-4.6	-2.2	-3.8	-0.3	0.2	-15.3	-8.4	12.7	98.0
CCCCCOC(=O)c1ccc(NC(=O)c2cccc(NC(=O)c3ccccc3C(=O)O)c2)cc1	7.0	-10.9	0.4	-1.2	3.4	-0.1	-4.7	-6.5	0.3	101.0
CC(=O)Nc1ccc(S(=O)(=O)Nc2nc3ccc([N+](=O)[O-])cc3s2)cc1	10.7	-1.3	-1.3	3.8	-2.2	0.1	4.4	-0.9	4.5	97.0
O=C(Nc1ccccn1)c1cccnc1	-3.1	3.6	1.2	-7.6	-1.4	-0.5	-4.2	-10.6	0.2	102.0
Cc1ccc(Cn2c(SCC(=O)N/N=C/c3ccc(C)o3)nc3ccccc32)cc1	17.2	-2.2	-3.8	-5.1	-0.1	-0.4	4.2	-5.0	-1.5	96.0
Cc1ccc(CN(C(=O)COc2cccc(C)c2C)C2CCS(=O)(=O)C2)o1 (configuration not stated)	12.8	-2.9	0.9	-1.9	-1.6	0.2	1.9	2.5	-0.9	96.0
Cc1cccc(-c2noc(CNC(=O)c3ccoc3C)n2)c1	2.3	0.9	-0.5	-4.7	-4.1	0.6	-7.3	7.4	0.4	112.0
O=C(CN(CC1CCCO1)C(=O)CCC(=O)Nc1nccs1)NCC1CCCO1 (configuration not stated)	-5.8	0.8	2.4	-12.0	1.6	0.0	29.8	6.8	-9.7	98.0
O=C(CSC1=NS(=O)(=O)c2cc(Cl)ccc2N1)Nc1ccccc1C(F)(F)F	5.2	-6.4	1.3	-2.0	-2.1	0.2	-11.1	-19.4	3.6	101.0
CCOC(=O)Cc1csc(NC(=O)CSC2=NCCS2)n1	16.6	0.0	0.4	-1.6	-1.6	0.0	-0.9	9.5	3.7	94.0
CCCOc1cc(CN2CCCCC2)cc(C(C)=O)c1	4.4	0.7	-2.0	-0.2	1.1	0.0	-0.7	-0.6	1.5	104.0
COc1ccc(C(=O)NC(=S)Nc2ccc3c(c2)Cc2ccccc2-3)cc1	-3.6	3.5	1.3	0.6	-2.0	0.0	-13.6	-7.8	-3.3	91.0
Cc1cccc(Cn2c(C)c(C)c3cc(C(=O)NCCN4CCOCC4)ccc32)c1	2.4	5.1	-1.6	-4.9	2.9	-0.2	-14.0	9.5	16.4	102.0
Cc1ccc(NC(=O)Cc2ccc(Cl)cc2)nc1	-3.9	-12.7	-0.2	-2.4	-0.9	-0.1	-0.4	-1.3	-4.0	99.0
COc1ccc(C2=NCCc3cc(OC)c(OC)cc32)cc1	4.3	-2.7	-2.6	-8.2	1.4	0.2	·	3.2	-5.3	103.0
NC(=O)[C@@H]1CCCCNc2c(F)cc([N+](=O)[O-])cc2C(=O)N[C@@H](CC(=O)O)C(=O)N[C@@H](CCC(=O)O)C(=O)N1	-1.9	-3.4	0.8	-12.0	-2.6	0.1	4.1	4.0	3.0	96.0
Cc1ccc(SCC(=O)Nc2ccc(N3CCOCC3)cc2)cc1C	-1.7	-6.2	-0.5	-14.3	-1.4	0.0	-3.2	10.6	-1.0	99.0
Cc1nn(-c2ccccc2)c(Oc2ccccc2)c1C=O	9.1	0.3	-0.4	-6.7	-1.5	0.2	2.4	-5.5	-2.3	97.0
O=C(CNS(=O)(=O)c1ccc2ccccc2c1)Nc1ccc(F)c(F)c1F	0.7	-1.7	-0.3	4.1	-0.1	-0.1	-2.4	-7.5	-10.0	99.0
CC1(C)CC(NC(=O)COc2ccc([N+](=O)[O-])cc2)CC(C)(C)N1	-7.9	-0.4	1.5	·	-1.0	-0.1	1.4	2.2	4.5	94.0
Cc1ccc(C)c(CN2CCC(CNC(=O)Nc3ccc(C)c(F)c3)CC2)c1	-0.5	50.5	-4.3	-0.3	2.1	1.3	·	-0.9	-1.9	80.0
COc1ccccc1CCC(=O)Nc1ccc(S(=O)(=O)Nc2ncccn2)cc1	0.1	5.6	0.2	-9.0	-1.4	-0.2	·	6.8	3.6	110.0
CC1(C)Cc2c(sc3c2C2=NCCN2C=N3)CS1	-8.5	-0.1	-0.7	7.7	-0.9	-0.4	-1.9	-5.7	-1.3	102.0
O=C(Nc1ccccc1N1CCN(C(=O)c2ccccc2)CC1)c1ccccc1Cl	16.5	-1.0	1.5	-4.2	0.1	0.0	-0.6	-2.1	1.0	90.0
O=C(NNC(=S)Nc1ccc(F)c(Cl)c1)c1ccccc1Br	1.3	3.7	-1.9	4.3	-4.9	-0.2	-8.6	-4.1	-13.7	92.0
O=C(CN1CCC(NC(=O)Cc2ccccc2)CC1)Nc1cccc2ccccc12	-0.9	6.0	0.2	-6.5	-2.4	0.0	-7.3	-2.0	-5.6	101.0
Cc1occc1C(=O)NCCCCc1ccccc1	-4.4	2.1	0.0	6.7	0.1	-0.3	4.3	5.5	-2.8	93.0
O=C(COC(=O)C1CC2CCCC(C1)C2=O)NC(=O)c1ccc(OC(F)F)cc1 (configuration not stated)	-1.6	-2.4	1.9	10.5	-0.5	0.0	·	-8.8	1.9	96.0
N#CCSc1nc(-c2ccccc2)nc2ccc(F)cc12	-4.5	3.2	-0.7	1.6	0.5	0.2	11.7	-2.5	1.1	100.0
FC(F)(F)c1nc(Oc2ccccc2)c2ccccc2n1	6.7	-1.7	0.5	6.0	2.6	-0.2	3.2	-0.9	-3.6	105.0
CC(=O)NCc1ccc(S(=O)(=O)N2CCN(c3ccccn3)CC2)cc1	4.7	-5.4	-2.2	-7.5	-2.5	-0.1	-11.4	-5.7	-1.6	102.0
CCO[C@H]1OC(C(=O)N2CCCCCCC2)=C[C@@H](C2CCCCC2)[C@@H]1CCCO	-5.8	-2.9	-2.6	5.8	2.1	0.8	-2.3	2.7	-0.5	103.0
CCc1ccc(/C(C)=N\Nc2ccc([N+](=O)[O-])cc2)cc1	4.3	-2.3	-0.8	31.1*	-1.2	-0.1	60.3*	30.1*	-7.5	119.0
COc1ccc(NC(=O)COC(=O)Cc2c[nH]c3ccccc23)cc1Cl	2.0	-2.4	2.5	-8.1	-1.7	0.2	54.8*	7.6	-3.5	96.0
Cc1ccc(-c2ccc(=O)n(CC(=O)NCCN(C)C)n2)cc1	1.8	-8.1	-2.8	2.8	-2.2	-0.1	-0.9	-14.1	1.1	100.0
CCOC(=O)c1ccc(NC(=O)c2ccc(C)c(S(=O)(=O)N3CCOCC3)c2)cc1	2.1	76.4*	-2.9	-5.1	0.8	2.4	-4.2	-2.4	0.8	88.0
CC1CCCN(C(=O)NC(=O)c2ccc(Cl)cc2)C1 (configuration not stated)	2.3	1.4	1.9	6.6	-2.4	-0.1	10.3	-12.8	2.1	100.0

11 structures out of the list, sorted by length of the SMILES, high to low:
SMILES	MC4R antagonist	Granule exo inh	Glyco luc inh	TLR9-MyD88 inh	MC4R ag barr	aDG glyco up	Vif inh	NOD2 RIPK2 PPI	ABHD5 PLIN5 PPI	ABCB6 inh 2
CCO[C@H]1OC(C(=O)N2CCCCCCC2)=C[C@@H](C2CCCCC2)[C@@H]1CCCO	-5.8	-2.9	-2.6	5.8	2.1	0.8	-2.3	2.7	-0.5	103.0
CCOC(=O)c1ccc(NC(=O)c2ccc(C)c(S(=O)(=O)N3CCOCC3)c2)cc1	2.1	76.4*	-2.9	-5.1	0.8	2.4	-4.2	-2.4	0.8	88.0
O=C(COC(=O)C1CC2CCCC(C1)C2=O)NC(=O)c1ccc(OC(F)F)cc1 (configuration not stated)	-1.6	-2.4	1.9	10.5	-0.5	0.0	·	-8.8	1.9	96.0
O=C(Nc1ccccc1N1CCN(C(=O)c2ccccc2)CC1)c1ccccc1Cl	16.5	-1.0	1.5	-4.2	0.1	0.0	-0.6	-2.1	1.0	90.0
O=C(CN1CCC(NC(=O)Cc2ccccc2)CC1)Nc1cccc2ccccc12	-0.9	6.0	0.2	-6.5	-2.4	0.0	-7.3	-2.0	-5.6	101.0
CC(=O)NCc1ccc(S(=O)(=O)N2CCN(c3ccccn3)CC2)cc1	4.7	-5.4	-2.2	-7.5	-2.5	-0.1	-11.4	-5.7	-1.6	102.0
COc1ccc(NC(=O)COC(=O)Cc2c[nH]c3ccccc23)cc1Cl	2.0	-2.4	2.5	-8.1	-1.7	0.2	54.8*	7.6	-3.5	96.0
CCc1ccc(/C(C)=N\Nc2ccc([N+](=O)[O-])cc2)cc1	4.3	-2.3	-0.8	31.1*	-1.2	-0.1	60.3*	30.1*	-7.5	119.0
CC1CCCN(C(=O)NC(=O)c2ccc(Cl)cc2)C1 (configuration not stated)	2.3	1.4	1.9	6.6	-2.4	-0.1	10.3	-12.8	2.1	100.0
FC(F)(F)c1nc(Oc2ccccc2)c2ccccc2n1	6.7	-1.7	0.5	6.0	2.6	-0.2	3.2	-0.9	-3.6	105.0
Cc1occc1C(=O)NCCCCc1ccccc1	-4.4	2.1	0.0	6.7	0.1	-0.3	4.3	5.5	-2.8	93.0

Compound activity from PubChem BioAssay.

These rows are one share of the data. The share of hits here may be higher or lower than overall.
